Screens as filed in PubChem.
ERK EGF inh: blocks ERK signaling stimulated by EGF; 130,000 compounds, 0.41% hits; Potency, µM (top dose mostly 11.5 µM), for the others: at the highest dose activity change, negative = inhibition, usual class: inhibitors; HEK293-V1b, EGF-stimulated phospho-ERK AlphaScreen; active = well fitted inhibition curve with a large enough effect; inconclusive = small, poorly fitted or top-dose-only effect, or effect the other way;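 also: plate controls were stimulated vehicle wells for no effect and unstimulated vehicle basal for full effect; nearly all actives have a fitted effect of over 55% in size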
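HEK293 cells stably expressing V1b receptor, serum-reduced (1% FBS) overnight, pretreated 30 min with compound, then stimulated 5 min with 25 nM EGF; phospho-ERK detected by AlphaScreen SureFire. AC50 from Hill fits, normalized to DMSO and EGF.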
* = called active by the depositor; u = inconclusive; & = joins results of further samples; [ ] = another dose, or the depositor's remark. Potency is read from the fitted curve at half-maximal effect. A portion of the library; rates above refer to the full screens.

A first look:
SMILES	ERK EGF inh
O=C(N/N=C/c1sc(N2CCOCC2)nc1-c1ccccc1)c1cccc(S(=O)(=O)N2CCOCC2)c1	-11%[57.5 µM]
CC1CCc2c(sc(/N=C/N(C)C)c2C#N)C1 (centres undefined)	-4%
O=C(CCl)NC(=O)NC12CC3CC(CC(C3)C1)C2	8%
COc1ccc(CCNC(=O)c2csc3c2CCCC3)cc1	-1%

Main list, previewed entries included:
SMILES	ERK EGF inh
O=C(N/N=C/c1sc(N2CCOCC2)nc1-c1ccccc1)c1cccc(S(=O)(=O)N2CCOCC2)c1	-11%[57.5 µM]
CC1CCc2c(sc(/N=C/N(C)C)c2C#N)C1 (centres undefined)	-4%
O=C(CCl)NC(=O)NC12CC3CC(CC(C3)C1)C2	8%
COc1ccc(CCNC(=O)c2csc3c2CCCC3)cc1	-1%
COc1ccc(-n2ccnc2SCC(=O)NCc2ccc(F)cc2)c(OC)c1	4%
CCCCn1c(=O)c(CCC(=O)OCC(=O)NC(=O)NCCOC)nc2ccccc21	-3%
COCCCNC(=S)NNC(=S)Nc1ccc(OC)cc1	5%[57.5 µM]
Cc1ccc(-c2ccc(SCC(=O)c3ccccc3)nn2)cc1	6%
COc1ccc(C2/C(=C(/O)c3ccccc3)C(=O)C(=O)N2c2ccccn2)cc1OC (centres undefined)	-10%
C/C(=N\NC(=O)C(=O)Nc1c(C)n(C)n(-c2ccccc2)c1=O)c1ccncc1	8%[57.5 µM]
COc1ccc(Nc2c3c(nc4ccccc24)CCCC3)cc1OC	1%
CCc1nc2ccccc2c(C(=O)OCC(=O)NCc2ccc3c(c2)OCO3)c1C	-1%
Cc1cc(C)nc(SC2CCCCC2NS(=O)(=O)c2ccc(Cl)cc2)n1 (centres undefined)	6%
O=C1C(=O)N(CC2CCCO2)C(c2ccccc2[N+](=O)[O-])/C1=C(/O)c1ccccc1 (centres undefined)	1%
O=C(CSc1nnnn1-c1ccccc1)Nc1ncc(Cc2cccc(Cl)c2Cl)s1	-4%
COc1cc(C(=O)N2CCN(C/C=C/c3ccccc3)CC2)cc(OC)c1OC	-16%
CCNC(=S)N(CCc1c(C)[nH]c2ccc(Cl)cc12)Cc1ccco1	u
CCOC(=O)c1nnn(-c2ccc([N+](=O)[O-])cc2[N+](=O)[O-])c1C	7%
O=C(O)CCCCCNC(=O)C(=O)C1C(=O)Nc2ccccc21 (centres undefined)	1%[57.5 µM]
c1ccc(-n2ncc3c(NC4CCCCCC4)ncnc32)cc1	-7%[57.5 µM]
Cc1ccc(N2CC(C(=O)OCC(=O)Nc3ccccc3F)CC2=O)cc1 (centres undefined)	2%
S=C(NCC1CCCO1)N1CCN(c2ccccc2)CC1 (centres undefined)	5%
Cc1ccccc1NCC(=O)c1ccc(Br)cc1	-1%[57.5 µM]
Cc1nnc(SCC(=O)Nc2cc(S(=O)(=O)N3CCCC3)ccc2Cl)s1	-8%[57.5 µM]
CC(C)Oc1cccc(-c2cc(C(=O)NC(=S)N(C)c3ccccc3C(=O)O)c3ccccc3n2)c1	1%
More entries:
SMILES	ERK EGF inh
N#CC1=C(S)N(c2ccccc2)C2(CCCCC2)NC1=O	-6%
CC(C)(C)c1cc(CCC(=O)NNC(=S)NC(=O)c2ccccc2)cc(C(C)(C)C)c1O	3%
COc1ccc(C)cc1NC(=O)c1ccccc1NS(=O)(=O)c1ccc(Cl)s1	-15%
CCOC(=O)c1c(CC(C)C)csc1NC(=O)COC(=O)c1cc(OC)c(OC)cc1[N+](=O)[O-]	10%
C/C(=N\O)c1ncc(C(F)(F)F)cc1Cl	-14%
N=C1c2ccccc2CN1NC(=O)c1cccc(S(=O)(=O)N2CCCCC2)c1	-4%
O=C(CN1C(=O)NC2(CCCCCC2)C1=O)NC1CC1	-3%
CCN(CC)c1ccc(C(=O)OCC(=O)N(C)Cc2ccccc2)cc1	10%
Cc1nc2ccccc2c2c1C(=O)N(c1cccc(C(=O)O)c1)C2=O	7%
O=C(Cn1cc(C(=O)C(F)(F)F)c2cc(Br)ccc21)N1CCOCC1	-11%
COc1cc(NC(=S)NCCCN2CCOCC2)c(OC)cc1Cl	3%
Cc1cc(N(C)C)ccc1N=Nc1ccc2ncccc2c1	20µM*
O=P(O)(O)c1cc(-c2ccccc2)oc1-c1ccccc1	18%[57.5 µM]
Cc1cn(C2CCC(CO)O2)c(=O)[nH]c1=O (centres undefined)	5%
Cc1cc(Br)cc2cn[nH]c12	-8%
O=C1CSc2ccc(C(=O)O)cc2N1	-1%
Cc1cc(Cl)c(S(=O)(=O)NC2CCCCC2)cc1OCC(=O)Nc1nncs1	-3%
Cc1cc(C(=O)COC(=O)c2ccc(N)c([N+](=O)[O-])c2)c(C)n1Cc1ccc2c(c1)OCO2	-5%[57.5 µM]
COc1ccc(C(=O)Cn2nc(CNc3ccc(Br)cc3)[n+]3c2CCCCC3)cc1	4%
COC(=O)C1=C(C)N(Cc2ccc(OC)cc2)C(=O)/C1=C\c1ccco1	u
CN(C)c1ccc(/C=N/N2CCN(c3ccccn3)CC2)cc1	-2%[57.5 µM]
CCNS(=O)(=O)c1ccc(CCC(=O)NCc2ccccc2)cc1	-5%
Cc1ccc(C[n+]2cccc(-c3ccccc3)c2)c(C)c1	-7%
O=C(c1cccc(F)c1)N1CCC2(CCCN(Cc3cc(C(F)(F)F)cc(C(F)(F)F)c3)C2)CC1	0%
Cn1c(CCCOc2ccc(Cl)cc2Cl)n[nH]c1=S	u

Part of the list above, with bars between the fields.
Compound | ERK EGF inh
COc1cc(NC(=S)NCCCN2CCOCC2)c(OC)cc1Cl | 3%
O=C(c1cccc(F)c1)N1CCC2(CCCN(Cc3cc(C(F)(F)F)cc(C(F)(F)F)c3)C2)CC1 | 0%

Carrying on.
SMILES	ERK EGF inh
O=C(/C=C/c1ccccc1Cl)Nc1ccc(-c2nnc3n2CCCCC3)cc1	2%
COCCN(CCOC)S(=O)(=O)c1ccc(C(=O)Nc2sc3c(c2C(N)=O)CCCCC3)cc1	6%
COc1ccc(C(=O)NCCN2C(=O)S/C(=C\c3cccnc3)C2=O)c(OC)c1OC	8%
O=c1cc(CSc2nnc(COc3ccccc3)n2-c2ccccc2)c2ccccc2[nH]1	3%
Cc1sc2ncn(CC(=O)NCc3ccccc3)c(=O)c2c1C	-9%[57.5 µM]
COc1ccc(CNC(=O)c2cc(-c3cc(C)ccc3O)n[nH]2)cc1	-8%[57.5 µM]
CN(C)C(CNC(=O)CNC(=O)c1ccc(Br)cc1)c1ccccc1 (centres undefined)	-5%
Cc1c([N+](=O)[O-])cc(C(=O)N2CCOCC2)cc1[N+](=O)[O-]	5%
O=C(Nc1ccc(F)cc1F)NC1CCN(Cc2c(F)cccc2Cl)CC1	1%[57.5 µM]
c1ccc(CSC2=NCCS2)cc1	11%
CCC(C)[C@H](NC(=O)NCCCOC(C)C)C(=O)OC (some centres undefined)	-2%[57.5 µM]
O=C(NNC(=S)NCc1ccc(Cl)cc1)c1ccc(Br)o1	-6%
Cc1cc(NC(=O)/C=C/c2ccc(F)cc2)n(-c2nc3ccccc3[nH]2)n1	-3%
CC(C)(C)NC(=S)NC1CC1	-6%[57.5 µM]
CC(C)(C)NC(=O)CN(C(=O)c1ccc(Cl)nc1)c1cccc2ccccc12	4%
CN1CCN(NC(=S)Nc2ccc(OC(F)F)cc2)CC1	-4%
CC1CCCCN1C(=S)Nc1ccc(OC(F)F)cc1 (centres undefined)	-6%
Cc1ccnc(NS(=O)(=O)c2ccc(N3C(=O)c4ccccc4C3=O)cc2)n1	-5%
COc1ccc(OC)c(-c2csc(NC(=O)C3COc4ccccc4O3)n2)c1 (centres undefined)	0%
O=[N+]([O-])c1cc(-c2nc(-c3ccncc3)no2)ccc1Cl	-5%
O=C(O)c1c2ccccc2cc2ccccc12	28%&-6%
COc1cc(/C=N/Nc2cccc(C)c2)ccc1OC(=O)c1ccco1	-5%
CC(=O)c1sc(Nc2nc3cc4c(cc3s2)OCO4)nc1C	-1%
O=C(CC(c1ccccc1)c1ccccc1)Nc1nn[nH]n1	2%
Clc1ccc2nc(-c3ccncc3)cc(-c3ccccc3)c2c1	u
Continuation:
SMILES	ERK EGF inh
CN(C)CCCn1c(=O)n(Cc2ccco2)c(=O)c2c3c(sc21)CCCCC3	-8%[57.5 µM]
COc1ccccc1N1CCN(c2cc(N3CCCC3)nc(C)n2)CC1	0%
Cc1c(NC(=O)c2ncn[nH]2)cccc1-c1nc2ccccc2s1	-3%
C=C(CC1([C@@H](NP(=O)(c2ccccc2)c2ccccc2)[C@H]2C[C@@H]2CCN(C(=O)OCC)S(=O)(=O)c2ccc(C)cc2)CC1)c1ccccc1	-6%
O=C1C=CC(=O)N1c1ccc(O)cc1	u
CC(C)N(C(=O)Cn1cc(S(=O)(=O)CC(=O)NC2CCCCC2)c2ccccc21)C(C)C	-14%
CN(C)CCNc1cc(-c2ccncc2)nc2ccccc12	-4%
O=[N+]([O-])c1cccc(-c2ccc(C(=S)N3CCN(c4ccc(F)cc4)CC3)o2)c1	8%
CC1CCC/C(=C\Nc2ccc(C(=O)O)cc2)C1=O (centres undefined)	-4%[57.5 µM]
COc1cc(/C=N/n2cnc3scc(-c4cccs4)c3c2=O)cc(OC)c1OC	2%
O=C(c1ccccc1)c1ccc(OCC(O)CN2CCCC2)cc1 (centres undefined)	u
Cc1ccc(/C=N/N2CCN(Cc3ccc(C)cc3)CC2)cc1	u
C[N+](C)(CC#Cc1ccccc1)CC(=O)c1ccc(Cl)cc1	-2%
CCOC(=O)c1c(C)c(C(=O)Nc2cc(F)ccc2F)c(C)n1C	-3%
Cc1cc(-c2nc3ncccc3o2)ccc1NC(=S)NC(=O)c1ccco1	-8%
CC1(c2nnc(-c3ccc(F)cc3)o2)CC(c2cccc(Cl)c2)=NO1 (centres undefined)	-2%[57.5 µM]
CCOC(=O)c1cc(-c2ccc(N3CCOCC3)cc2)nn1-c1ccccc1C(=O)O	-2%[57.5 µM]
Cc1cc(-c2n[nH]c(=S)n2/N=C/C=C/c2ccccc2)n[nH]1	-3%
COc1ccccc1N1CCN(C(=O)c2ccc(CN3CCOCC3)cc2)CC1	-5%
Cc1ccc(S(=O)(=O)N/N=C/c2ccc(OCC(=O)N3CCOCC3)cc2)cc1	-8%
O=C(c1ccco1)N1CCC[C@@]2(CCN(c3ncccn3)C2)C1	3%
C=CCn1c(CCC(O)CCCCC)n[nH]c1=S (centres undefined)	-4%
COCCN(C(=O)CSc1nc2ccccc2c(=O)n1CC(C)C)c1c(N)n(Cc2ccccc2)c(=O)[nH]c1=O	-4%[57.5 µM]
COc1cc(/C=N/NC(=S)NC2CC3CC2C2C=CCC32)ccc1O (centres undefined)	u
O=[N+]([O-])c1ccc(N=Nc2c(Cl)cc(O)cc2Cl)cc1	u

Given with each value named: entries from further up
CCCCn1c(=O)c(CCC(=O)OCC(=O)NC(=O)NCCOC)nc2ccccc21
  ERK EGF inh = -3%
COCCCNC(=S)NNC(=S)Nc1ccc(OC)cc1
  ERK EGF inh = 5%[57.5 µM]
Cc1ccc(-c2ccc(SCC(=O)c3ccccc3)nn2)cc1
  ERK EGF inh = 6%

Next section
SMILES	ERK EGF inh
CCCC1CC(C)(/C(C)=N\NC(N)=S)OC1=O (centres undefined)	-11%
Cc1ccc(S(=O)(=O)NCCCCCC(=O)Nc2ccccc2C)cc1	2%
Cc1cc(C)c(S(=O)(=O)Cc2ccccc2)c(=O)[nH]1	-43%
CNC(=S)NNC(=O)c1c(C)nc2cc(C)ccn12	1%[57.5 µM]
O=C(CCC(=O)N1CCc2ccccc2C1)N1CCN(S(=O)(=O)c2ccccc2)CC1	2%
CCCCC(=O)Nc1ccc2c(c1)oc1ccccc12	2%
Cc1ccc(C)c(NC(=S)N/N=C2/CCCCc3ccccc32)c1	u
O=C(Nc1ccc2c(c1)OCO2)C1CCN(C(=O)c2ccc(Br)cc2)CC1	0%
COc1ccc(N(CC(=O)NCc2ccccc2C)S(=O)(=O)c2ccccc2[N+](=O)[O-])c(OC)c1	9%
CSc1sc(C(=O)NNC(C)=O)c2c1C1(CCC2)SCCS1	5%[57.5 µM]
N#CC1=CN(Cc2ccccc2)C=C(/C=N/Nc2ccccc2)C1	4%
CCOC(=O)N1C2=NC(C(=O)OC)=C(C(=O)OC)[C@@H]3Nc4ccccc4[C@]23C[C@H]1C(=O)OC	6%[57.5 µM]
COC(=O)NNC1=CC(=O)CC(C)(C)C1	4%
COc1ccccc1NC(=O)Nc1ccc(-n2ccc(C(F)(F)F)n2)cc1	-9%[57.5 µM]
Cc1cc(C)c(S(=O)(=O)N2CCCCC2)c(C)c1N(C)S(=O)(=O)c1ccc(Cl)cc1	2%
COc1ccc(-c2cc(=O)c3ccccc3o2)cc1OC	11%
CCCN(CC1CC1)C(=O)CCc1nnc(CCc2c[nH]c3ccccc23)o1	-32%
CCCc1c(C(=O)NNc2cc(C(F)(F)F)ccc2Cl)cnn1-c1ccccc1	4%[57.5 µM]
COC1C=CO[C@@]2(C)Oc3c(C)c(O)c4c(O)c(c5c(nc6cc(C)ccn65)c4c3C2=O)NC(=O)/C(C)=C\C=CC(C)C(O)[C@@H](C)C(O)C(C)[C@@H](OC(C)=O)C1C (some centres undefined)	20%
CCCCSc1nnc(-c2ccc(NC(C)=O)cc2)n1C	2%

4 entries from above, with bars between the fields:
canonical_smiles | ERK EGF inh
S=C(NCC1CCCO1)N1CCN(c2ccccc2)CC1 (centres undefined) | 5%
Cc1ccccc1NCC(=O)c1ccc(Br)cc1 | -1%[57.5 µM]
Cc1nnc(SCC(=O)Nc2cc(S(=O)(=O)N3CCCC3)ccc2Cl)s1 | -8%[57.5 µM]
CC(C)Oc1cccc(-c2cc(C(=O)NC(=S)N(C)c3ccccc3C(=O)O)c3ccccc3n2)c1 | 1%
